Luc counter – Counterscreen for Luciferase (Kinase-Glo TM) Inhibition | Potency, µM (doses to about 38.3 µM), for the others: top-dose activity change, negative = inhibition, actives largely listed as inhibitors | Kinase-Glo luciferase, ATP luminescence, 8 min | 0.28% of 200,000 active | Luciferin 4-monooxygenase (Photuris pensylvanica), Q27757; further: potency means the concentration at half of the fitted maximal effect; on the % scale 0 is the no-effect control and ±100 the full control effect; nearly all actives have a fitted effect of over 60% in size
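Recombinant Kinase-Glo luciferase, 10 uM ATP (linear range), luciferin; imidazole pH 7.2 / KCl / MgCl2 / Tween / BSA buffer; 8 min RT; luminescence.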
CBFb RUNX1 block – qHTS Assay for Compounds Blocking the Interaction Between CBF-beta and RUNX1 for the Treatment of Acute Myeloid Leukemia. AlphaScreen CBFb-His/RUNX1-biotin binding, biochemical. Potency, µM (doses to about 59.8 µM), for the others: top-dose activity, negative = inhibition, most hits filed as inhibitors. AID 1477, 2009. 230,000 tested, under 10 active; further: % of control where 0% means no effect
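CBF-beta (His) and RUNX1 (biotin), 30 nM each; 20 min preassociation; + compound, 15 min; + beads 50 ng each (Ni, streptavidin), 90 min; RT; AlphaScreen read.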
Epigenetic reg – Quantitative High-Throughput Screen for Regulators of Epigenetic Control | murine LDR cells, GFP reporter derepression, 30 h | Potency, µM (top dose mostly 53.9 µM), without a hit: at the top dose GFP activation, usual class: activators | 0.2% of 280,000 active | AID 1865, 2009; further: potency means the concentration at half of the fitted maximal effect; % of control where 0% means no effect; nearly all actives have a fitted effect of over 60% in size
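Reporter derepression read as number of fluorescent GFP-positive objects, 20-120 um in size, counted by laser-scanning cytometer. Mouse LDR line with an epigenetically silenced CMV-GFP locus; compound incubation 30 h, 37 C.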
NPSR antagonist – qHTS Assay for Antagonists of the Neuropeptide S Receptor: cAMP Signal Transduction; Q6W5P4; CHO-NPSR cells, cAMP TR-FRET, antagonist mode; Potency, µM (series often up to 38.3 µM), for the others: at the highest dose activity change, negative = inhibition, actives largely listed as inhibitors; 1% of 220,000 active; further: potency means the concentration at half of the fitted maximal effect; on the % scale 0 is the no-effect control and ±100 the full control effect; nearly all actives have a fitted effect of over 50% in size; many of its hits are not listed in these tables
L3MBTL1 block – qHTS Assay for the Inhibitors of L3MBTL1 | AlphaScreen L3MBTL1–H3K9me1 peptide binding | Lethal(3)malignant brain tumor-like protein 1 (Homo sapiens), Q9Y468 | 0.66% of 230,000 active | AID 485360, 2010 | Potency, µM (doses to about 57.1 µM), for the others: top-dose activity, negative = inhibition, hits mostly inhibitors; further: potency means the concentration at half of the fitted maximal effect; on the % scale 0 is the no-effect control and ±100 the full control effect; nearly all actives have a fitted effect of over 60% in size
Target sequence (Q9Y468 whole entry, looked up): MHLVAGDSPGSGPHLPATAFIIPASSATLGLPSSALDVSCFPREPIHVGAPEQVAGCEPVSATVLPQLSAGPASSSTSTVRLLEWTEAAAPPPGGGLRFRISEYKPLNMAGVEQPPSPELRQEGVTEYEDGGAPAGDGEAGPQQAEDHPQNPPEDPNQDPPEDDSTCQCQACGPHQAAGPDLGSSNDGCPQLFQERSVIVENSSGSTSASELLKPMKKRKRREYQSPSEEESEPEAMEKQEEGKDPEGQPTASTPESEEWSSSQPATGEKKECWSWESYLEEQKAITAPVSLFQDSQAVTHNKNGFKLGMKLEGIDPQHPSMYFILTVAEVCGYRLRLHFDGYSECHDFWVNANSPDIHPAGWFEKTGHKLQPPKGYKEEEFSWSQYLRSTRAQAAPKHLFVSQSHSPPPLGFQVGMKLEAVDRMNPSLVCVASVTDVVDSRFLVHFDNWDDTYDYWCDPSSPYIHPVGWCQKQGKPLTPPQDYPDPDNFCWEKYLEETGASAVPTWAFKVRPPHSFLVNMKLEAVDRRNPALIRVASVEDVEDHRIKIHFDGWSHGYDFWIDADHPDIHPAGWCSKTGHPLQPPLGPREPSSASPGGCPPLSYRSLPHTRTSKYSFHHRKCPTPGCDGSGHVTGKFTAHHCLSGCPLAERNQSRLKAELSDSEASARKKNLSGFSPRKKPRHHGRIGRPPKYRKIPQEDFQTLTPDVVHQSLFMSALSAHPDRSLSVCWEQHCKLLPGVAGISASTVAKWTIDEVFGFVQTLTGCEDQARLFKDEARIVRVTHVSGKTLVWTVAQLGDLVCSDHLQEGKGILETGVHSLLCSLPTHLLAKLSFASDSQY
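AlphaScreen proximity signal between nickel-chelate acceptor and streptavidin donor beads (final 10 ug/mL) reports binding of 50 nM L3MBTL1 to 75 nM biotin-H3 K9me1 peptide; complex incubated with compounds 30 min at room temperature; cefsulodin titration as control.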
IMPase Li inh – qHTS Assay for Identifying the Cell-Membrane Permeable IMPase Inhibitors: Potentiation with Lithium. Potency, µM (series often up to 59.4 µM), for the others: top-dose activity, negative = IMPase inhibition, most hits filed as inhibitors. CHO-M1 cells, IP1 TR-FRET (IP-One), carbachol + lithium. 0.35% of 210,000 active;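 further: IP1 builds up when IMPase is blocked and the TR-FRET signal falls; potency means the concentration at half of the fitted maximal effect; plate controls were basal vehicle for no effect and high inhibitor control for full effect; nearly all actives have a fitted effect of over 50% in size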
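Concentration–response in CHO-M1 cells, lithium-potentiated; 30 min at 37C. IP1 detected by competitive TR-FRET after 10 min lysis at RT. Hill-fitted AC50.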
HTT aggregate – qHTS Multiplex Assay to Identify Dual Action Probes in a Cell Model of Huntington: Aggregate Formation (GFP); Potency, µM (series often up to 46.1 µM), without a hit: at the highest dose activity change, negative = inhibition, hits mostly inhibitors; 1.1% of 220,000 active; PC12 HttQ103-GFP aggregates, Acumen cytometry, 40 h; further: potency means the concentration at half of the fitted maximal effect; on the % scale 0 is the no-effect control and ±100 the full control effect; nearly all actives have a fitted effect of over 60% in size
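PC12 cells stably carrying ecdysone-inducible HTT exon 1 Q103–GFP were induced with tebufenozide (100 nM final) and treated with library compounds in titration. GFP aggregates in lysates were counted by laser scanning cytometry.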
* marks the source's active call; other numbers are inactive results; u = inconclusive; x = not tested or not shown; [ ] = another dose, or the depositor's remark. The call rests on the fitted dose curve; in most records, active means well fitted curve in the direction sought with a large enough effect; inconclusive means small, poorly fitted or top-dose-only effect, or another doubt; inactive means no such curve, though single readings can be large; an effect the other way counts as inactive or inconclusive.

#1 CC(=O)OCOC(=O)CN(CC(=O)OCOC(C)=O)c1ccccc1OCCOc1ccccc1N(CC(=O)OCOC(C)=O)CC(=O)OCOC(C)=O
#2 Cc1ccc(OS(=O)(=O)c2cn(C)c(=O)n(C)c2=O)cc1C
#3 COc1ccc(OCC(O)CN2C(=O)NC(C)(C)C2=O)cc1 (configuration not stated)
#4 O=C1CSC2(CCN(CCCN3c4ccccc4Sc4ccc(Cl)cc43)CC2)N1
#5 CCCS(=O)(=O)n1nc(-c2ccc(C)cc2)cc1N
#6 N#CC1=C(N)NC(=S)C(C(N)=O)C1c1ccc(Cl)cc1Cl (configuration not stated)
#7 c1ccc(CSc2ccc(-c3cccnc3)nn2)cc1
#8 CCC(C)NC(=O)c1ccccc1NC(=O)CN(c1cc(C)ccc1OC)S(C)(=O)=O (configuration not stated)

compound no.	1	2	3	4	5	6	7	8
HTT aggregate	x	-2%	15%	-17%	15%	22%[9.22 µM]	-11%	-1%
IMPase Li inh	1%	15%	7%[38.3 µM]	4%	-9%[38.3 µM]	8%	2%	6%
CBFb RUNX1 block	-8%	0%	3%	x	2%	-3%	-5%	16%
Luc counter	x	-2%	-3%	-5%[7.66 µM]	-4%	0%	-3%	1%
Epigenetic reg	0.0%	0.0%	1.8%	x	-0.2%	0.3%	-0.1%	-3.6%
L3MBTL1 block	x	8%	2%	x	x	5%	x	9%
NPSR antagonist	x	6%	-8%[46.1 µM]	x	15%[46.1 µM]	13%	2%	-2%

#9 COC(=O)c1nn(-c2ccccc2)c(=O)cc1Oc1ccccc1
#10 COCCN1Cc2cccc(C(=O)Nc3c(C)cccc3C)c2C1=O
#11 Cc1ccc(NC2=C(Cl)C(=O)OC2OC(=O)c2ccc(C)cc2)cc1 (configuration not stated)
#12 O=C(/C=C/c1ccccc1)NNC(=O)c1cccc(Cl)c1
#13 C=CCn1c(SCc2c(C)noc2C)nnc1C1COc2ccccc2O1 (configuration not stated)
#14 CCC(C)NC(=O)Nc1ccc2c(c1)N(C)C(=O)c1ccccc1S2 (configuration not stated)
#15 COc1ccc(CCNC(=O)c2ccc(CN3CCOCC3)cc2)cc1
#16 C/C(N)=C(/C#N)C(=O)CSc1nc2ccccc2n1CC(C)C

compound no.	9	10	11	12	13	14	15	16
HTT aggregate	-2%	-5%[9.22 µM]	21%	-16%	-20%	-6%	10%	-2%
IMPase Li inh	-4%[38.3 µM]	29%[38.3 µM]	5%	1%[38.3 µM]	28%[38.3 µM]	-1%[38.3 µM]	-9%[38.3 µM]	-6%
CBFb RUNX1 block	0%	1%	5%	1%	7%	-4%	0%	-3%
Luc counter	4%	2%	1%	-1%	0%	-3%	-1%	11%
Epigenetic reg	-1.2%	-1.0%	9.9%	-0.9%	-1.0%	0.1%	-2.9%	-0.2%
L3MBTL1 block	3%	x	x	7%	x	x	x	x
NPSR antagonist	-5%[46.1 µM]	-12%[46.1 µM]	3%	7%[46.1 µM]	u	-5%[46.1 µM]	1%[46.1 µM]	-4%

In the list so far, these have a cyano group:
#6 N#CC1=C(N)NC(=S)C(C(N)=O)C1c1ccc(Cl)cc1Cl (configuration not stated)
#16 C/C(N)=C(/C#N)C(=O)CSc1nc2ccccc2n1CC(C)C

compound no.	6	16
HTT aggregate	22%[9.22 µM]	-2%
IMPase Li inh	8%	-6%
CBFb RUNX1 block	-3%	-3%
Luc counter	0%	11%
Epigenetic reg	0.3%	-0.2%
L3MBTL1 block	5%	x
NPSR antagonist	13%	-4%

Going on with the list.
#17 Oc1ccccc1-c1nc(N2CCN(Cc3ccccc3)CC2)c2ccccc2n1
#18 COc1ccc(-n2cc(-c3ccccc3)c3c(=O)[nH]cnc32)cc1
#19 Cc1ncc(N=Nc2ccccc2)c(-c2ccccc2)n1
#20 O=C(CSCc1ccc(Br)cc1)N1CCOCC1
#21 COC(=O)CC(=O)CSc1nc2c(cc1C#N)CCC2
#22 O=C(NCC(=O)N(Cc1cccs1)C(C(=O)NC1CCCC1)c1ccncc1)c1ccco1 (configuration not stated)
#23 O/N=C(/CN(O)/C=C1/C=CC=N1)c1cccs1
#24 Cn1nc2c3ccccc3n(Cc3ccc(F)cc3)c2nc1=S

compound no.	17	18	19	20	21	22	23	24
HTT aggregate	2%	4%	-4%	-9%	-18%	6%	2%	2%[9.22 µM]
IMPase Li inh	u	9%	18%[38.3 µM]	18%[38.3 µM]	0%[38.3 µM]	28%[38.3 µM]	14%[38.3 µM]	x
CBFb RUNX1 block	13%	-5%	u	13%	6%	7%	0%	3%
Luc counter	-1%	2%	-3%	2%	-4%	-1%	-6%	x
Epigenetic reg	-6.3%	0.0%	1.5%	6.5%	1.2%	0.0%	0.0%	0.1%
L3MBTL1 block	u	-17%	u	6%	x	-2%[11.4 µM]	x	-1%
NPSR antagonist	-10%[46.1 µM]	-18%	u	-8%[46.1 µM]	-9%[46.1 µM]	-16%[46.1 µM]	2%[46.1 µM]	23%

#25 O=c1[nH]c(CN2CCN(c3ccccc3O)CC2)nc2ccccc12
#26 COC(=O)N1CC(c2ccccc2)CC1=O (configuration not stated)
#27 COc1ccc(CCCc2nnc(SCC(=O)NN)o2)cc1
#28 O=C(NCCN1CCCCCC1)c1ccc(N2CCCC2=O)cc1
#29 O=C(CN1C(=O)C2CC=CCC2C1=O)Nc1nc2ccccc2s1 (configuration not stated)
#30 CCc1[nH]c(=O)c(C#N)c2c1CSC(C)(C)C2
#31 O=C(Cc1cccs1)NNC(=O)C12CC3CC(CC(C3)C1)C2
#32 C/C=C/c1ccc(OC)c(OC(C)=O)c1

compound no.	25	26	27	28	29	30	31	32
HTT aggregate	2%	-2%	-24%	15%	0%	-13%	13%	-3%
IMPase Li inh	3%[38.3 µM]	2%[38.3 µM]	-7%	32%[activator][38.3 µM]	-2%	8%	-12%	-7%[38.3 µM]
CBFb RUNX1 block	0%	5%	4%	7%	1%	3%	20%	12%
Luc counter	-5%	1%	-1%	-3%	3%	1%	0%	-1%
Epigenetic reg	3.4%	0.8%	-0.1%	0.9%	-1.1%	-1.0%	-0.4%	0.2%
L3MBTL1 block	-4%	13%	x	7%	x	11%	0%	11%
NPSR antagonist	-6%[46.1 µM]	2%[46.1 µM]	21%	2%[46.1 µM]	0%	0%[46.1 µM]	16%	5%[46.1 µM]

#33 CC(C)(C)c1ccc(OCc2ccc(C(=O)NCc3cccnc3)o2)cc1
#34 Cc1cc(C)c2cc(CN(CCCN(C)C)C(=S)NCc3ccccc3)c(=O)[nH]c2c1
#35 Cc1ccc(NC(CNS(=O)(=O)c2ccc(Cl)cc2)c2ccccc2)cc1 (configuration not stated)
#36 COc1cccc(N/C(=N/C(=S)Nc2ccc(C)cc2C)Nc2nc(C)cc(C)n2)c1
#37 COC(=O)C(O)(CC(=O)c1ccc(OC)cc1)C(F)(F)F (configuration not stated)
#38 O=C(NC1CCCC1)c1ccc(Cn2c(=O)[nH]c3ccsc3c2=O)cc1
#39 Cc1cccc2cc(CN(CC3CCCO3)C(=O)c3cnccn3)c(=O)[nH]c12 (configuration not stated)
#40 NS(=O)(=O)c1ccc(NC(=S)NC2CCCC2)cc1

compound no.	33	34	35	36	37	38	39	40
HTT aggregate	-5%	1%[9.22 µM]	1%	-15%[9.22 µM]	2%	-7%[9.22 µM]	5%	3%
IMPase Li inh	18%	11%	10%[38.3 µM]	x	6%[38.3 µM]	x	20%[38.3 µM]	-2%
CBFb RUNX1 block	0%	-5%	-6%	-5%	7%	9%	4%	2%
Luc counter	-1%	0%	-5%	x	4%	x	0%	6%
Epigenetic reg	-3.5%	1.9%	u	u	-9.5%	1.4%	-6.3%	1.1%
L3MBTL1 block	-11%	-9%	-17%	-1%	16%	x	10%	3%
NPSR antagonist	-6%	37%	u	26%	-8%[46.1 µM]	6%	-5%[46.1 µM]	6%

Sorted by length of the SMILES (low to high): three of the compounds above.
#40 NS(=O)(=O)c1ccc(NC(=S)NC2CCCC2)cc1
#33 CC(C)(C)c1ccc(OCc2ccc(C(=O)NCc3cccnc3)o2)cc1
#36 COc1cccc(N/C(=N/C(=S)Nc2ccc(C)cc2C)Nc2nc(C)cc(C)n2)c1

compound no.	40	33	36
HTT aggregate	3%	-5%	-15%[9.22 µM]
IMPase Li inh	-2%	18%	x
CBFb RUNX1 block	2%	0%	-5%
Luc counter	6%	-1%	x
Epigenetic reg	1.1%	-3.5%	u
L3MBTL1 block	3%	-11%	-1%
NPSR antagonist	6%	-6%	26%

(list continues)
#41 COc1ccc(CCNC(=O)c2cc3sccc3n2C)cc1OC
#42 CCOc1ccc2nc(SC(CC)C(=O)Nc3cc(C)on3)sc2c1 (configuration not stated)
#43 COc1ccccc1NC(=O)CC1S/C(=N/N=C2\CCCc3ccccc32)NC1=O (configuration not stated)
#44 COC(C[C@@H]1O[C@@H]1[C@@H](O)[C@H](C)OCc1ccccc1)OC
#45 Cc1nc(Nc2ccc(Cl)cc2Cl)sc1C(=O)Nc1ccccc1
#46 CCn1c(=O)cc(OCC(=O)NCc2cccs2)c2ccccc21
#47 O=C(CN1C(=O)c2ccccc2S1(=O)=O)Nc1ccc(S(=O)(=O)N2CCCC2)cc1
#48 CC(C)N1CCc2c(sc(NC(=O)c3ccc(S(=O)(=O)N4CCOCC4)cc3)c2C#N)C1

compound no.	41	42	43	44	45	46	47	48
HTT aggregate	-12%	20%[9.22 µM]	-10%	31%[9.22 µM]	u	25%	0%	11%
IMPase Li inh	-11%[38.3 µM]	8%[38.3 µM]	0%	x	15%	-7%	-1%[38.3 µM]	-26%[38.3 µM]
CBFb RUNX1 block	-8%	22%	-10%	-1%	-1%	2%	-3%	9%
Luc counter	11%	-4%	0%	x	2%	12%	-3%	2%
Epigenetic reg	-2.3%	-2.6%	0.8%	3.7%	0.0%	0.8%	-3.1%	3.8%
L3MBTL1 block	-1%	-10%	-2%	x	7%	x	1%	-14%
NPSR antagonist	-5%[46.1 µM]	-26%[46.1 µM]	-43%	20%	-18%	6%	0%[46.1 µM]	-4%[46.1 µM]

High-throughput results from PubChem BioAssay.

Not all compounds are listed (hit frequency here may not be typical).
